# High-throughput results deposited in PubChem by National Center for Advancing Translational Sciences (NCATS).
# EPAC1 ag: EPAC1 (human) agonism. O95398. EPAC1 agonist qHTS, biochemical assay; response scale: 100% = response to 6.5 mM cAMP. Potency, µM (series often up to 154 µM), for the others: top-dose activation, actives largely listed as activators. actives 0.073% (n = 360,000); note: nearly all actives have a fitted effect of over 60% in size
#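 Normalized to 6.5 mM cAMP, activity reflects EPAC1-catalysed release of BODIPY-GDP from Rap1B, followed kinetically over 30 min at 480 nm excitation, 540 nm emission. Reaction contained 100 nM EPAC1, 250 nM Rap1B-BODIPY-GDP, 50 uM GDP.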
# FUS yeast rescue: suppressors of FUS proteinopathy in yeast. S. cerevisiae FUS-expressing, growth rescue, OD600, 24 h. Potency, µM (highest dose often 76.6 µM), without a hit: at the top dose growth rescue (activation), hits mostly activators. actives 0.24% (n = 390,000). AID 1347120;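 note: plate controls were DMSO vehicle for no effect and reference control for full effect; nearly all actives have a fitted effect of over 55% in size; some results filed as inactive show a strong effect at the top dose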
#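 Absorbance at 600 nm, taken 24hr after compound addition, measured rescue of FUS-yeast growth at 30C. Induction used 2% galactose with seeding at OD 0.005. Controls: CP55940 from 92uM final, DMSO only.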
# EPAC2 antag: EPAC2 (human) antagonism; Potency, µM (titrated, usually from 114 µM), inactives show top-dose activity, negative = inhibition, actives largely listed as inhibitors; EPAC2 GEF exchange of Rap1B-BODIPY-GDP, fluorescence; AID 720708; Q8WZA2; actives 0.18% (n = 360,000); note: % is set by controls: 0 for no effect and ±100 for the full control effect; nearly all actives have a fitted effect of over 45% in size; many of its hits are not listed in these tables
# Target sequence (Q8WZA2 whole entry, looked up): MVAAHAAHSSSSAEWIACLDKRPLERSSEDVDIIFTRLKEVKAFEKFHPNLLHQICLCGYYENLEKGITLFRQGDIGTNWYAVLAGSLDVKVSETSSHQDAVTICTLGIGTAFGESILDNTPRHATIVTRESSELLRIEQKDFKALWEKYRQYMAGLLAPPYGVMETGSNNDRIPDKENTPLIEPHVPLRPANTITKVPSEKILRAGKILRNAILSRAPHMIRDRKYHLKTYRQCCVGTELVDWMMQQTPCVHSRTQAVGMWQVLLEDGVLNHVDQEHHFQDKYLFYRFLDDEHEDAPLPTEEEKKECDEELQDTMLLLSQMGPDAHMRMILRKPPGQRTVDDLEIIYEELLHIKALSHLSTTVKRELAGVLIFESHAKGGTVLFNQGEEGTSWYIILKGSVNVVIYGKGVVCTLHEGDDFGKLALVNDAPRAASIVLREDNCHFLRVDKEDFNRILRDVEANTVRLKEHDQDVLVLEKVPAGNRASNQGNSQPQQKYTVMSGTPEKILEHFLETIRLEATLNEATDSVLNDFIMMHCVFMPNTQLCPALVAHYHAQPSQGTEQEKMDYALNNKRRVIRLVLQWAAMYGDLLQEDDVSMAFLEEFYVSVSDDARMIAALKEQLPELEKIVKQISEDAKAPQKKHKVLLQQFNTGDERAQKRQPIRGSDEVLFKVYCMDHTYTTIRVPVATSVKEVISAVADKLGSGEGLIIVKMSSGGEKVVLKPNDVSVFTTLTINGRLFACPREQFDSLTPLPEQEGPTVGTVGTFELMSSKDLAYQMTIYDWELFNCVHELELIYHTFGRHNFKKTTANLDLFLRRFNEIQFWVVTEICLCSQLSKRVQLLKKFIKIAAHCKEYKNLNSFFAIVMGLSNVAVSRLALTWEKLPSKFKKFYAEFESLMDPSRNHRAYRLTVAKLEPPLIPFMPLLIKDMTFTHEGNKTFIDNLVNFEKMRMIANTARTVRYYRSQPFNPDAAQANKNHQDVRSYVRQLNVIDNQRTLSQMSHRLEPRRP
# EPAC2 agonist: activates human EPAC2 exchange factor. Q8WZA2. EPAC2 activation, biochemical qHTS; response scale: 100% = 6.5 mM cAMP response. Potency, µM (series often up to 154 µM), inactives show top-dose activation, actives largely listed as activators. actives 0.079% (n = 360,000). AID 720711; note: nearly all actives have a fitted effect of over 50% in size
#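 In this primary screen, activation is scored as increased exchange of BODIPY-GDP from Rap1B by 100 nM EPAC2, with 50 uM GDP as competitor. Signal is normalized to the 6.5 mM cAMP agonist control.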
# PTHR1 agonist: PTHR1 (human) receptor agonism; Q03431; HEK293 GP2 PTHR1 cells, GloSensor cAMP luminescence, 1 h; Potency, µM (titrated, usually from 115 µM), without a hit: at the top dose activation, most hits filed as activators; actives 0.075% (n = 410,000); note: nearly all actives have a fitted effect of over 55% in size; some results filed as inactive show a strong effect at the top dose; inactives centre near -15; many of its hits are not listed in these tables
#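 HEK-293-derived GP2 cells expressing PTHR1 and a GloSensor cAMP reporter, 3,000/well, plated overnight, given luciferin plus IBMX (each 0.5 mM as added) for 1 h at 37 °C, then compound for 1 h at 37 °C. Luminescence was read after 15 min at room temperature.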
# EPAC1 antag: EPAC1 (human) antagonism. O95398. EPAC1 GEF assay, Rap1b-BODIPY-GDP exchange fluorescence. Potency, µM (titrated, usually from 115 µM), inactives show at the top dose activity change, negative = inhibition, hits mostly inhibitors. actives 0.14% (n = 360,000). AID 720709;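 note: plate controls were vehicle for no effect and positive control for full effect; nearly all actives have a fitted effect of over 50% in size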
# TDP-43 yeast inh: rescues yeast growth from TDP-43 toxicity; TDP-43 expressing yeast growth rescue, BacTiter-Glo, 24 h; Potency, µM (series often up to 46.1 µM), inactives show at the highest dose growth rescue (activation), actives largely listed as activators; actives 1.8% (n = 410,000); AID 652104; note: % of control where 0% means no effect; nearly all actives have a fitted effect of over 50% in size
#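 Yeast expressing TDP-43 (pregrown in raffinose, seeded at OD600=0.02 in galactose medium) exposed to compounds 24 hr at 30 deg C. Growth read by BacTiter-Glo luminescence; rescue of toxicity appears as increased signal.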
# aSyn yeast inh: inhibitors of alpha-synuclein toxicity in yeast; AID 652106; actives 0.14% (n = 370,000); Yeast expressing alpha-synuclein, growth rescue, BacTiter-Glo, 24 h; Potency, µM (series often up to 46.1 µM), without a hit: top-dose growth rescue (activation), most hits filed as activators; note: % of control where 0% means no effect; nearly all actives have a fitted effect of over 65% in size
#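 Screening used galactose-induced yeast with toxic alpha-synuclein levels, exposed to compound for 24 hr at 30 deg C. Cell growth, read with BacTiter-Glo luminescence, gave the measured signal.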
# Starred values were filed as active, the others as inactive; i = inactive; ? = inconclusive; nt = not tested or not shown; & = joins results of further samples; [ ] = another dose, or the depositor's remark. Calls come from the whole dose curve; as a rule, active = well fitted curve in the direction sought with a large enough effect; inconclusive = small, poorly fitted or top-dose-only effect, or another doubt; inactive = no such curve, though single readings can be large; an effect the other way counts as inactive or inconclusive. Potency is the fitted concentration of half-maximal effect.
Structure	EPAC1 ag	FUS yeast rescue	EPAC2 antag	EPAC2 agonist	PTHR1 agonist	EPAC1 antag	TDP-43 yeast inh	aSyn yeast inh
CCOC(=O)c1c(SCC(=O)Nc2nc(C)cs2)nc(=O)[nH]c1C	-9%	26%	1%	-6%	-6%	0%	-15%	1%
CC1Nc2ncnc(N3CCOCC3)c2N(Cc2ccc(Cl)cc2)C1=O (configuration not stated)	-6%	7%	0%	4%	-4%	-3%	22%	8%
CCO[C@H]1OC(C(=O)N2CCOCC2)=C[C@@H](c2ccc(C(F)(F)F)cc2)[C@@H]1CCCO	-17%	20%	14%	5%	-2%	4%	7%	4%
N/C(=N\OC(=O)CCc1ccccc1)c1ccc(Br)cc1	10%	-7%	-6%	1%	-20%	-3%	?	-5%
Cc1ccc(S(=O)(=O)Nc2ccc(Cl)cc2)cc1NC(=O)Cn1cnc2c1c(=O)n(C)c(=O)n2C	-1%	32%	4%	0%	-20%	-14%	8%	6%
Brc1ccc(CN2CC[C@H]3C=CCc4cccc(c43)C2)cc1	-6%	-19%	-4%	9%	-3%	3%	9%	0%
COCCCNC(=O)CN(c1cc(OC)ccc1OC)S(=O)(=O)c1ccccc1	3%	12%	2%	-15%	i	1%	7%	18%
COc1ccc(C(=O)Nc2ccc(N3CCN(C(=O)C(C)C)CC3)cc2)cc1[N+](=O)[O-]	8%	-9%	-1%	-7%	i	-10%	10%	5%
O=C(CSC1=NCCS1)Nc1ccc(S(=O)(=O)NC2CCCCC2)cc1	13%	40µM*	-9%	12%	-96%[inhibitor]	-3%	-24%	3%
O=C(Oc1ccc(Br)cc1)c1cccc(S(=O)(=O)N2CCOCC2)c1	2%	23%	1%	15%	-55%[inhibitor]	0%	?	-3%
Cn1c(SCC(=O)N2CCOCC2)nc2cccnc21	9%	10%	2%	-5%	i	0%	0%	-9%
CC1(C)Cc2ccccc2-c2nc3n(c(=O)c21)CCS3	1%	16%	15%	-1%	-10%	4%	5%	6%
CCC(C(=O)OCC(=O)Nc1cc(C)ccc1OC)c1ccccc1 (configuration not stated)	-3%	34%	?	21%	i	-18%	-14%	8%
O=C1NC[C@@H](CCCCN2C[C@H](Cc3ccccc3)N(CC3CCCCC3)C(=O)C2=O)N(CCc2ccccc2)C1=O	-16%	30%	1%	2%	-10%	-14%	22%	-1%
Cc1cccc(NCC(=O)NNC(=S)Nc2ccccc2)c1	0%	19%	-3%	10%	-14%	-7%	?	-3%
NNc1nc2sc3c(c2c(=O)n1-c1ccccc1)CCCC3	2%	?	4%	10%	i	4%	6%	-2%
CN=C1NN=C(c2cc(C)n(-c3ccc(Cl)cc3)c2C)CS1	1%	?	-9%	7%	-8%	-1%	-3%	0%
Cc1nc([N+](=O)[O-])cn1CC(=O)Nc1ccc(Cl)cc1	1%	15%	5%	1%	i	-3%	-9%	10%
Fc1ccc(NC(=S)Nc2ccc(F)c(Cl)c2)cc1Cl	6%	2%	-2%	15%	-22%[57.5 µM]	-1%	15%	-41%[inhibitor]
COc1cc2c(-c3ccc(O)cc3)nc3c(c(C)nn3-c3ccccc3)c2cc1OC	-1%	nt	-8%	-14%	i	?	13%	18%
CCC(C)(C)n1nnnc1C(c1cc2cc3c(cc2[nH]c1=O)OCO3)N1CCCCC1 (configuration not stated)	1%	nt	-1%	-10%	i	?	-17%	1%
CCOc1ccc(C(=O)O)cc1OC	8%	-52%	2%	18%	i	-6%	17%	-9%
CCCN1CC(=O)N2C(c3ccccc3)c3[nH]c4ccccc4c3C[C@H]2C1=O (some centres not stated)	7%	?	-7%	3%	-13%	-13%	-5%	8%
COc1ccc(/C(C)=N/NC(=S)NCc2ccco2)cc1	-1%	11%	-4%	15%	-9%	-17%	?	-12%
O=C(Cn1c2ccccc2c(=O)c2ccccc21)N/N=C/c1cc([N+](=O)[O-])ccc1N1CCCCC1	6%	nt	8%	-1%	-2%	14%	-8%	3%
CN=C1c2ccccc2CN1c1cccc(C(=O)OC)c1	12%	7%	-7%	17%	-11%	0%	21%	9%
C[C@H]1CN([C@@H](C)CO)C(=O)CCCn2nncc2CO[C@@H]1CN(C)Cc1ccc(Oc2ccccc2)cc1	4%	-19%	-6%	10%	-27%	4%	11%	1%
COc1ccc(-c2cc(C)no2)cc1S(=O)(=O)N1CCN(c2cccc(C)c2)C(C)C1 (configuration not stated)	0%	?	4%	11%	-21%&-25%	5%	18%&10%	13%
Cn1c(=O)c2c(SCC(=O)Nc3ccccc3F)nc(-c3ccccc3F)nc2n(C)c1=O	5%	nt	-1%	3%	-4%	4%	24%	0%
CCOC(=O)CSc1nc(NC#N)nc(N(CC)CC)n1	0%	3%	17%	-4%	i	4%	-22%	-4%
Cc1ccc(Cl)cc1N1CCN(C(=O)c2ccc3nc[nH]c3c2)CC1	-7%	14%	-4%	-13%	-29%	6%	7%	11%
Clc1ccc(OCCn2ccnc2)c(Br)c1	-7%	3%	5%	-5%	-9%	-1%	-3%	-2%
Fc1cccc(CCN2CCNC[C@@H]2CC2CCCCC2)c1	-6%	-10%	2%	1%	0%	-10%	-6%	1%
Cc1ccc(-n2nnc3c(=O)n(CC(=O)c4ccccc4)cnc32)cc1	-5%	-11%	-4%	15%	-2%	-2%	2%	6%
O=C(CC12CC3CC(CC(C3)C1)C2)N/N=C/c1ccncc1	5%	nt	0%	4%	i	-7%	6%	-4%
CCn1c(-c2csc3c2CCCC3)n[nH]c1=S	-5%	nt	13%	10%	-4%	-5%	?	3%
CC(C)CN(CCCNC(=O)CN1C(=O)COc2ccc(S(=O)(=O)N3CCCCCC3)cc21)CC(C)C	-15%	-12%&0%	-11%	-7%	i	-17%	-2%&-4%	6%&1%
O=C(CN1C(=O)COc2ccccc21)N(Cc1cccnc1)Cc1cccc(F)c1	4%	37%	-3%	9%	i	-6%	-12%	5%
Fc1ccc(NCc2cccn2-c2nnc(N3CCOCC3)s2)cc1	nt	6%	nt	nt	i	nt	26%	26%
CCN(CC)S(=O)(=O)c1ccc(OC)c(NC(=O)c2cc(C)on2)c1	15%	-7%	-14%	5%	-23%	-30%	-10%	-5%
CCc1ccccc1N1CCN(S(=O)(=O)c2cc(OC)ccc2OC)CC1	14%	25%	-9%	12%	-14%	-8%	-12%	1%
COc1ccc(OC)c(C=NNC(=O)c2ccccc2NS(=O)(=O)c2cccs2)c1	6%	7%	-7%	-1%	-34%[inhibitor]	-5%	18%	-7%
CCOC(=O)N1C/C(=C\c2ccccc2)C(=O)/C(=C/c2ccccc2)C1	7%	-23%	6%	4%	-5%	-12%	30%	-2%
CCCCc1ccc(NC(=O)CC(C)(C)C)cc1	-10%	13%	1%	-5%	-21%	-27%	20µM*	2%
C=CCN1C(=O)c2ccccc2NC1c1cc(Br)cs1 (configuration not stated)	-13%	-20%	-23%	4%	-19%	-24%	?	-2%
CC1(C)CC(NC(=O)c2ccc(Cl)cc2Cl)CC(C)(C)N1	-6%	17%	7%	1%	-5%	2%	-1%	-1%
CC(=O)Nc1ccc(S(=O)(=O)Nc2ccc(Nc3ccccc3)cc2)cc1	5%	11%	2%	20%	-1%	-13%	-8%	1%
COc1cc(NC(=O)C2Cc3ccccc3CN2S(C)(=O)=O)cc(OC)c1 (configuration not stated)	14%	27%	-2%	8%	9%	1%	-5%	-2%

# Ordered by SMILES length (smallest number first): three of the compounds above
Structure	EPAC1 ag	FUS yeast rescue	EPAC2 antag	EPAC2 agonist	PTHR1 agonist	EPAC1 antag	TDP-43 yeast inh	aSyn yeast inh
CCOc1ccc(C(=O)O)cc1OC	8%	-52%	2%	18%	i	-6%	17%	-9%
CN=C1NN=C(c2cc(C)n(-c3ccc(Cl)cc3)c2C)CS1	1%	?	-9%	7%	-8%	-1%	-3%	0%
CCN(CC)S(=O)(=O)c1ccc(OC)c(NC(=O)c2cc(C)on2)c1	15%	-7%	-14%	5%	-23%	-30%	-10%	-5%

# Complete entries, looked up by structure. Order of values: EPAC1 ag | FUS yeast rescue | EPAC2 antag | EPAC2 agonist | PTHR1 agonist | EPAC1 antag | TDP-43 yeast inh | aSyn yeast inh
# O=C(CN1C(=O)COc2ccccc21)N(Cc1cccnc1)Cc1cccc(F)c1 in the list: 4% | 37% | -3% | 9% | i | -6% | -12% | 5%
# CCn1c(-c2csc3c2CCCC3)n[nH]c1=S in the list: -5% | nt | 13% | 10% | -4% | -5% | ? | 3%

# Results in EPAC2 agonist and aSyn yeast inh (4 entries from above):
molecule,EPAC2 agonist,aSyn yeast inh
COc1ccc(C(=O)Nc2ccc(N3CCN(C(=O)C(C)C)CC3)cc2)cc1[N+](=O)[O-],-7%,5%
COc1cc2c(-c3ccc(O)cc3)nc3c(c(C)nn3-c3ccccc3)c2cc1OC,-14%,18%
O=C(CSC1=NCCS1)Nc1ccc(S(=O)(=O)NC2CCCCC2)cc1,12%,3%
CN=C1c2ccccc2CN1c1cccc(C(=O)OC)c1,17%,9%

# Some of the compounds tested (hit frequency here may not be typical).
